# aGal spleen mod – alpha-galactosidase A (human) modulation; 240,000 compounds, 0.008% hits; Potency, µM (series often up to 80 µM), inactives show top-dose activity change, negative = inhibition, most hits filed as inhibitors; AID 2107; human spleen homogenate, 4MU-alpha-Gal fluorescence, 40 min; P06280;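 note: 0% = enzyme with vehicle and -100% = no enzyme basal signal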
# Target sequence (P06280 32-429 limits assumed): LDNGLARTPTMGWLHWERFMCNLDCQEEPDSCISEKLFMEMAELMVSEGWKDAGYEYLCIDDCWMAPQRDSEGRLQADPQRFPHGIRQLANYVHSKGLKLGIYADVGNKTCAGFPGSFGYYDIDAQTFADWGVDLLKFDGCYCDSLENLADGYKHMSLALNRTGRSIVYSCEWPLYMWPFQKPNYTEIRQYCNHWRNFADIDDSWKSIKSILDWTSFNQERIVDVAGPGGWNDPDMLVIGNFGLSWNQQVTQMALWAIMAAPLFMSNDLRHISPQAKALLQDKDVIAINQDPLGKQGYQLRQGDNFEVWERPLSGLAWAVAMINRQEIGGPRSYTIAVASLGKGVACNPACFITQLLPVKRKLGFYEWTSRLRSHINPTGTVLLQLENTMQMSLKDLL
#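 Human spleen homogenate (1 ug) as enzyme source, 4-methylumbelliferyl-alpha-D-galactopyranoside 1 mM final, citrate/phosphate pH 5.0 with 0.01% Tween-20. Compounds 40 min at 37C, NaOH/glycine stop; fluorescence Ex 365/Em 440, Hill-fit AC50.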
# Tau fibril ThT – inhibitors of human tau fibril formation, thioflavin T binding; Potency, µM (top dose mostly 57.4 µM), without a hit: top-dose activity, negative = inhibition, actives largely listed as inhibitors; 270,000 compounds, 2.1% hits; recombinant tau K18 P301L, heparin-induced fibrillization, ThT fluorescence; note: nearly all actives have a fitted effect of over 55% in size
# Target sequence (P10636 561-689 P618L limits assumed): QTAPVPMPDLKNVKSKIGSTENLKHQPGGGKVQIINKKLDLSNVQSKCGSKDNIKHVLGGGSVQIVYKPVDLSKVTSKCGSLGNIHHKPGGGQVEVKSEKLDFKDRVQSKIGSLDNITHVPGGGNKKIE
#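 Heparin-induced (20 uM) aggregation of recombinant human K18 P301L tau, 15 uM unlabeled with 0.24 uM labeled, pH 7 acetate buffer, 6 hr at 37 C with compound. Fibrils quantified by 30 uM ThT fluorescence after 1 hr ambient incubation.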
# TRb-SRC2 inh – inhibitors of human thyroid hormone receptor beta-SRC2 interaction; P10828; TRbeta-SRC2 peptide binding, fluorescence polarization; receptor liganded with 1 µM T3; Potency, µM (highest dose often 106 µM), without a hit: top-dose activity change, negative = inhibition, usual class: inhibitors; 280,000 compounds, 0.065% hits; AID 1469;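 note: plate controls were bound peptide for no effect and peptide without receptor for full effect; nearly all actives have a fitted effect of over 50% in size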
#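 Assay buffer: 20 mM Tris-HCl, 100 mM NaCl, 10% glycerol, 1 mM EDTA, 0.01% NP-40, 1 mM DTT, 1 uM T3, 5% DMSO; TRb LBD 0.6 uM, Texas Red SRC2 20 nM; FP after 5 hr.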
# Tau fluor cs – counter-screen for tau fibril formation inhibitors; tau K18 P301L Alexa594 fluorescence, heparin fibrillization; Potency, µM (series often up to 57.7 µM), without a hit: at the highest dose activity change, negative = decrease; 280,000 compounds, 0.93% hits; note: nearly all actives have a fitted effect of over 55% in size
#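 Human tau K18 P301L (15 uM unlabeled, 0.24 uM Alexa 594-labeled) in 100 mM sodium acetate pH 7 with 20 uM heparin, 6 hr at 37 C. ThT 30 uM added, 1 hr ambient; Alexa 594 FP and total fluorescence read at 555/632 nm.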
# ALDH1A1 block – inhibitors of human aldehyde dehydrogenase 1A1 | P00352 | Purified ALDH1A1, NADH fluorescence, propionaldehyde substrate | Potency, µM (doses to about 75.3 µM), inactives show top-dose activity, negative = inhibition, hits mostly inhibitors | 220,000 compounds, 7.3% hits | AID 1030; active = well fitted inhibition curve with a large enough effect, not every such curve was filed as active; inconclusive = small, poorly fitted or top-dose-only effect, or another doubt; inactive = no such curve, though single readings can be large or run the other way;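 note: plate controls were no enzyme wells and a reference inhibitor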
# Target sequence (P00352 whole entry, looked up): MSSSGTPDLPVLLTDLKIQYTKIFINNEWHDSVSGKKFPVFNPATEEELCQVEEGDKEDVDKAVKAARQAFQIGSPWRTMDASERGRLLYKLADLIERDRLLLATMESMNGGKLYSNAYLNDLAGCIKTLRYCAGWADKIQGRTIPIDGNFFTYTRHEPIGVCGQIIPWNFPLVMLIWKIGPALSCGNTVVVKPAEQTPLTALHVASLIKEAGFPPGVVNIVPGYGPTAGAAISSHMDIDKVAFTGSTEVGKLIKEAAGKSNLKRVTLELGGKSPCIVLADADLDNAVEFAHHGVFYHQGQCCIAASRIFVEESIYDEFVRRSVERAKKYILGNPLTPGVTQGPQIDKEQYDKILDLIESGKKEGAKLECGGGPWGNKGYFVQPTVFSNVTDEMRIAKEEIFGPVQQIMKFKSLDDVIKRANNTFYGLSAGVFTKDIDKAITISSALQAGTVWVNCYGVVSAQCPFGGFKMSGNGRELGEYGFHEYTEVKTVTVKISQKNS
# L3MBTL1 inh – blocks human L3MBTL1; Q9Y468; AlphaScreen L3MBTL1–H3K9me1 peptide binding; Potency, µM (doses to about 57.1 µM), for the others: top-dose activity, negative = inhibition, usual class: inhibitors; 230,000 compounds, 0.66% hits; AID 485360; note: nearly all actives have a fitted effect of over 60% in size
#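 AlphaScreen proximity signal between nickel-chelate acceptor and streptavidin donor beads (final 10 ug/mL) reports binding of 50 nM L3MBTL1 to 75 nM biotin-H3 K9me1 peptide; complex incubated with compounds 30 min at room temperature; cefsulodin titration as control.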
# TR SRC2 fluor cs – Texas Red fluorescence interference in TRb-SRC2 counter-screen; TRb/SRC2 Texas Red total fluorescence interference; Potency, µM (highest dose often 106 µM), for the others: top-dose fluorescence change, negative = quenching; 280,000 compounds, 0.29% hits; AID 1479; active = well fitted curve in either direction with a large enough effect; inconclusive = small, poorly fitted or top-dose-only effect
#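 Human TRβ ligand-binding domain (0.6 uM) and Texas Red SRC2 peptide (20 nM) in Tris buffer with 1 uM T3 and 5% DMSO were incubated with pinned compound for 5 hr at ambient temperature. Total fluorescence was computed as S + 2P (555/632 nm).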
# Tau fibril FP – blocks human tau fibril formation measured by polarization. K18 P301L tau heparin fibrillization, Alexa594 FP, 6 h. 280,000 compounds, 0.39% hits. Potency, µM (highest dose often 57.7 µM), without a hit: at the highest dose activity, negative = inhibition, usual class: inhibitors. AID 1468; note: nearly all actives have a fitted effect of over 55% in size
#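 Read-out: fluorescence polarization of Alexa 594-labeled tau (0.24 uM), 555 nm excitation, 632 nm emission. Mixtures held 15 uM unlabeled K18 P301L, compound and 20 uM heparin, pH 7 acetate buffer, incubated 6 hr at 37 C.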
# Active calls of the source: *; ? = inconclusive; . = no result given; [ ] = remark or other dose. Unless noted, calls come from the whole dose curve; as a rule, active = well fitted curve in the direction sought with a large enough effect; inconclusive = small, poorly fitted or top-dose-only effect, or another doubt; inactive = no such curve, though single readings can be large; an effect the other way counts as inactive or inconclusive. Unless noted, % is set by controls: 0 for no effect and ±100 for the full control effect; potency is the fitted concentration of half-maximal effect.
# The first 5 records, ahead of the listing:
SMILES,aGal spleen mod,Tau fibril ThT,TRb-SRC2 inh,Tau fluor cs,ALDH1A1 block,L3MBTL1 inh,TR SRC2 fluor cs,Tau fibril FP
Cc1cccc(N2CCN(C(=O)Cn3c(=O)[nH]c4ccsc4c3=O)CC2C)c1 (stereo not given),-2.2%,-15.4%,2.6%,-12.8%,?,.,0.2%,-2.5%
COC(=O)c1sccc1NC(=O)COc1ccc(F)cc1Cl,3.4%,0.3%,0.8%,-5.4%,8.9%,4.1%,-0.8%,-10.1%
C=CCn1c(=S)[nH]c2sccc2c1=O,0.9%,-17.4%,-9.4%,-7.5%,31.6µM*,18.1%,-1.5%,-10.0%
CCOC(=O)c1sc2nc(C)n(CC(=O)NCC3CCCO3)c(=O)c2c1C (stereo not given),-22.6%,-2.1%,-2.1%,1.2%,-4.2%,-1.9%,-0.4%,4.5%
Cc1cc(C)c2oc(=O)cc(CN3CCOCC3)c2c1,-0.5%,-5.6%,1.0%,-0.2%,-1.1%,11.6%,4.0%,-0.1%

# Results, repeating the preview:
SMILES,aGal spleen mod,Tau fibril ThT,TRb-SRC2 inh,Tau fluor cs,ALDH1A1 block,L3MBTL1 inh,TR SRC2 fluor cs,Tau fibril FP
Cc1cccc(N2CCN(C(=O)Cn3c(=O)[nH]c4ccsc4c3=O)CC2C)c1 (stereo not given),-2.2%,-15.4%,2.6%,-12.8%,?,.,0.2%,-2.5%
COC(=O)c1sccc1NC(=O)COc1ccc(F)cc1Cl,3.4%,0.3%,0.8%,-5.4%,8.9%,4.1%,-0.8%,-10.1%
C=CCn1c(=S)[nH]c2sccc2c1=O,0.9%,-17.4%,-9.4%,-7.5%,31.6µM*,18.1%,-1.5%,-10.0%
CCOC(=O)c1sc2nc(C)n(CC(=O)NCC3CCCO3)c(=O)c2c1C (stereo not given),-22.6%,-2.1%,-2.1%,1.2%,-4.2%,-1.9%,-0.4%,4.5%
Cc1cc(C)c2oc(=O)cc(CN3CCOCC3)c2c1,-0.5%,-5.6%,1.0%,-0.2%,-1.1%,11.6%,4.0%,-0.1%
O=c1c2ccccc2nnn1COc1ccc(F)cc1Cl,0.1%,-12.5%,-5.4%,-17.2%,0.4%,.,-0.8%,-2.2%
O=C(NCC(c1ccccc1)c1ccccc1)c1nn(-c2ccccc2F)nc1CO,.,1.1%,10.5%,-6.4%,.,.,0.2%,-7.1%
O=C(CN1CCOCC1)OCCCC1CCCCC1,4.2%,-3.4%,-12.3%,1.6%,-1.0%,7.8%,-0.9%,-8.4%
CC(Sc1nnc(-c2ccccc2)c(-c2ccccc2)n1)C(=O)N1CCc2ccccc21 (stereo not given),0.0%,?,1.2%,-16.0%,7.08µM*,-5.5%,-1.7%,-14.6%
CCN(CC)c1ccc(C(=O)NCc2ccc3c(c2)CCN3C(=O)c2ccc(F)cc2)cc1,.,7.9%,-1.7%,-7.8%,.,.,-5.1%,12.9%
O=C(NC(=S)Nc1ccc(NC(=O)c2cccs2)cc1)c1ccco1,-4.2%,?,-4.7%,-19.9%,?,1.1%,3.5%,-13.0%
COc1ccc(CNC(=O)C(C)Sc2ccc(C)cc2)cc1 (stereo not given),4.9%,-4.1%,6.4%,-0.2%,14.1µM*,-4.2%,-2.0%,3.6%
COc1ccc(CCNC(=O)c2ccc(C)s2)cc1OC,1.1%,-6.4%,-5.0%,2.1%,-7.4%,9.2%,-1.8%,1.7%
CC(C)CC(C(=O)Nc1oc(-c2ccco2)c(-c2ccco2)c1C#N)N1C(=O)c2ccccc2C1=O (stereo not given),-3.1%,?,11.7%,-29.1%,-1.3%,?,8.8%,14.0%
COc1ccc(NC(=O)/C(C#N)=C\c2ccc(N3CCOCC3)o2)cc1,-11.5%,12.6µM*,4.6%[53 µM],?,?,-19.1%,-3.3%[53 µM],17.1%
COc1ccc(Cc2nnc(SCC(=O)N3CCCC3)o2)cc1,5.7%,-1.7%,5.0%,7.8%[2.34 µM],2.9%,2.5%,-4.4%,-6.3%
Cc1csc(=NC(=O)c2ccccc2)n1Cc1ccco1,-5.8%,-12.2%,-2.9%,-12.4%,3.5%,0.7%,-1.4%,-4.3%
CC1CCC(NC(=O)CN2C(=O)C3CCCN3c3ncc(Cl)cc32)CC1 (stereo not given),-1.1%,-7.6%,7.9%,-6.0%,?,4.8%,4.5%,4.3%
CCOC(=O)C(NS(=O)(=O)c1ccccc1)(C(F)(F)F)P(=O)(OC(C)C)OC(C)C (stereo not given),1.8%,-18.9%,-4.7%,-2.0%,-1.7%,.,-0.9%,-3.1%
COc1cccc(N(Cc2nnc3n2CCCCC3)C(=O)Nc2ccccc2F)c1,8.1%,-4.2%,3.3%,-7.4%,0.3%,.,-1.1%,-3.6%
Cc1c(Cl)cccc1NC(=O)CN1CCC(C(O)(c2ccccc2)c2ccccc2)CC1,-4.2%,-9.3%,2.6%,-11.2%,-6.1%,1.6%,-7.1%,-7.5%
COc1cccc(NC(=O)Cn2c(=O)n(CCc3cccc(C)c3)c(=O)c3ccccc32)c1,.,4.7%,-4.4%,-17.4%,.,.,-1.0%,?
CCC(Nc1ccc(OC)cc1)C(=O)N/N=C/c1ccc([N+](=O)[O-])cc1 (stereo not given),5.1%,?,-2.2%,-25.6%,?,-5.7%,1.6%,8.1%
CCc1cccc(CC)c1NC(=O)COC(=O)c1ccc(F)c(S(=O)(=O)N(CC)CC)c1,2.3%,-5.4%,-9.3%,-13.6%,6.8%,6.3%,1.6%,-5.9%
CNC(=O)N(O)C1N(/N=C/c2cccnc2)C(=S)SC1(C)C (stereo not given),-5.3%,-8.4%,-9.9%,-10.0%,.,-5.8%,-1.8%,-5.7%
# (continued)
SMILES,aGal spleen mod,Tau fibril ThT,TRb-SRC2 inh,Tau fluor cs,ALDH1A1 block,L3MBTL1 inh,TR SRC2 fluor cs,Tau fibril FP
CC1Cc2ccccc2N1C(=O)COC(=O)C1=COCCO1 (stereo not given),-0.3%,4.7%,0.0%,1.7%,4.5%,0.5%,0.2%,13.2%
CCOCCCNC(=O)C(c1ccccc1)N(Cc1ccc2c(c1)OCO2)C(=O)CNC(C)=O (stereo not given),2.6%,-0.1%,-5.9%,0.0%,0.5%,?,-2.9%,2.5%
CC(C)Oc1ccc(C(CC(=O)O)NC(=O)C2CCCCC2)cc1 (stereo not given),-8.4%,-12.5%,3.4%,-7.4%,0.2%,6.4%,-1.9%,-5.8%
COc1cc(C2NC(=O)NC3=C2C(=O)OC3)cc(OC)c1OC (stereo not given),14.6%,0.2%,-1.7%,-4.9%,.,.,-4.7%,-4.3%
COc1ccc(Nc2nc3c(S(=O)(=O)c4ccccc4)nnn3c3ccc(Cl)cc23)c(OC)c1,.,10.6%,-7.9%,5.2%,.,.,2.1%,-0.2%
CN(C)CCCN(C(=O)c1ccco1)c1nc2ccc(Cl)cc2s1,1.2%,1.9%,-0.5%,-12.2%,-0.5%,-6.8%,1.3%,-3.6%
COc1ccc(NC(=O)CCc2nnc3n(C)c(=O)c4sccc4n23)cc1,.,-0.5%,0.7%,0.8%,.,.,3.7%,6.1%
Cc1c(NC(=O)c2ccc(Cl)c(S(=O)(=O)N3CCOCC3)c2)c(=O)n(-c2ccccc2)n1C,-7.2%,-0.3%,-6.6%,-1.6%,14.4%,7.3%,-1.3%,-6.5%
O=C(NCc1ccc(F)cc1)c1ccc(S(=O)(=O)Nc2cccc(C(F)(F)F)c2)cc1,-3.1%,11.5%,-4.0%[53 µM],?,8.4%,-0.1%,-2.5%[53 µM],?
O=C(CSc1n[nH]c(-c2ccncc2)n1)c1cccc([N+](=O)[O-])c1,9.5%,?,1.3%,-21.5%,-6.1%,-3.0%,-0.2%,-1.1%
Cc1cc2nc(C3CCCN(C(=S)Nc4ccccc4)C3)[nH]c2cc1C (stereo not given),-13.3%,2.4%,-2.6%,-9.3%,4.4%,4.7%,0.0%,-6.8%
O=C(CN1C(=O)c2ccccc2C1=O)NCCOc1ccccc1,2.7%,-3.7%,-1.7%,-5.1%,9.3%,0.2%,-7.7%,6.3%
Cc1ccc(S(=O)(=O)NCc2nc3cccnc3n2Cc2ccccc2Cl)c(C)c1,.,-11.2%,-3.2%,-12.3%,.,.,-0.1%,0.8%
CCc1cccc(NC(=O)CN(C)S(=O)(=O)c2cnc[nH]2)c1,3.5%,-2.8%,-8.0%,-0.4%,8.8%,1.0%,0.3%,5.4%
CC(C)c1nc2n[nH]c(N)c2c2c1CSC(C)(C)C2,-1.7%,-7.4%,-1.8%,-12.3%,10.3%,.,-2.7%,3.4%
Cc1ccccc1NC(=O)c1cc2c(-c3ccccc3)nn(-c3ccccc3)c2s1,.,8.9%,9.6%,-16.4%,.,.,6.0%,?
COc1ccccc1CNC(=O)CNC(=O)c1cn(-c2ccccc2OC)c(=O)c2ccccc12,9.1%,-2.4%,1.9%,-3.7%,-5.3%,-8.8%,-4.9%,5.0%
O=C(NCc1cccnc1)c1ccc(CS(=O)(=O)c2ccc(Cl)cc2)o1,10.0%,7.0%,-22.4%,-1.0%,-4.4%,0.0%,2.3%,?
COCC(=O)Nc1sc2c(c1C(=O)OC)CCC(C)C2 (stereo not given),-3.0%,-14.6%,-7.9%,-9.8%,?,.,-1.3%,-3.4%
CN(c1ccccc1)c1nc(N)c(C#N)c(CC#N)c1C#N,-2.6%,-8.1%,-1.7%,-5.0%,?,7.0%,-1.5%,2.7%
CCCN1C2CCCC1CC(NC(=O)Nc1cccc(C(C)=O)c1)C2 (stereo not given),-3.0%,-3.7%,-10.1%,-4.0%,8.6%,.,-1.0%,-6.3%
CCN1C(=O)C(CC(=O)Nc2ccc(OC)cc2)N(CCCN2CCN(c3ccc(F)cc3)CC2)C1=S (stereo not given),-2.4%,?,0.3%,?,-11.8%,.,-0.6%,0.8%
CC(C(=O)OCn1nnc2ccccc2c1=O)N1C(=O)c2ccccc2C1=O (stereo not given),-6.0%,4.2%,-1.1%,1.5%,-7.8%,0.4%,0.8%,6.8%
COc1cccc(C(=O)/C=C/c2ccc(N3CCCCC3)c([N+](=O)[O-])c2)c1,6.7%,7.94µM*,-21.5%,?,14.1µM*,?,0.5%,-2.7%

# The order is random; any-hit rate near 8.5%.
